CRFBP-R2 agonist = agonists of CRF-BP/CRF-R2 complex, primary screen, cell-based, HEK293, calcium dye fluorescence, uHTS; CRF-binding protein / CRF receptor 2 complex (human); calcium dye fluorescence (FLIPR); percent of saturating CRF peptide response; activation, % at 13.2 µM; 350,000 tested, 0.46% active; AID 588473, 2011;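 active = activation of at least 50%, plus an integration ratio under a set limit after plate pattern correction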;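 note: plate controls were neutral control wells without compound for no effect and CRF at EC100 for full effect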
M5 PAM = human M5 muscarinic receptor positive allosteric modulators, primary screen, CHO-K1 cells, Fluo-8 calcium fluorescence. Muscarinic acetylcholine receptor M5 (Homo sapiens), P08912. CHO-K1 hM5, ACh EC20 PAM; 0% = ACh EC20, 100% = ACh EC100. activation, % at 3 µM. 360,000 tested, 0.3% active;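 active = activation above the run cutoff, the mean activation of all test compounds plus 3 SD, cut at about 18% in these data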
Target sequence (P08912 whole entry, looked up): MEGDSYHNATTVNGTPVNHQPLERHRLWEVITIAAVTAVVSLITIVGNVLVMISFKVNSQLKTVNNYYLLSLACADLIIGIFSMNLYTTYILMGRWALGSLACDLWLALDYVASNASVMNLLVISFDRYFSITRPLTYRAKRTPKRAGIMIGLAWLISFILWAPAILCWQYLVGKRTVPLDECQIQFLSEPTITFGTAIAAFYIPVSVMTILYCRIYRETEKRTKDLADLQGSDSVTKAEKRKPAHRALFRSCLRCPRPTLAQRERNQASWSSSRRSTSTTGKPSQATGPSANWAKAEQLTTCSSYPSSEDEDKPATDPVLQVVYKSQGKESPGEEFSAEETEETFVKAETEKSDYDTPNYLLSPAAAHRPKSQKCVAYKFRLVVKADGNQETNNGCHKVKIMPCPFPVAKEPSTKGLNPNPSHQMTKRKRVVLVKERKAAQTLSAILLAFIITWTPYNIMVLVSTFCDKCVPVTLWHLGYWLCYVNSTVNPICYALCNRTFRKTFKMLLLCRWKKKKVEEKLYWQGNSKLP
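Measured by: Fluo-8 calcium fluorescence; material: human M5 receptor in CHO-K1 cells; schedule: Post-acetylcholine fluorescence recording 140 s; benchmarks: low control EC20 acetylcholine (0%), high control EC100 acetylcholine (100%); read-out: Max/basal fluorescence ratio as % of EC20–EC100 ACh window; compound: single dose, 3 µM nominal final test concentration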
M5 antag = human M5 muscarinic receptor antagonists, primary screen, CHO cells, Fluo-8 calcium fluorescence. Muscarinic acetylcholine receptor M5 (Homo sapiens), P08912. CHO-hM5 cells, ACh EC80. inhibition, % at 3 µM. 360,000 tested, 0.59% active. AID 624040, 2012;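 active = inhibition above a per-plate cutoff, the mean of that plate's test compounds plus 3 SD, cut at about 27% in these data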;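 note: 0% = acetylcholine EC80 with DMSO and 100% = DMSO without agonist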
CHRM4 antagonist = human M4 muscarinic receptor antagonists, primary screen, CHO cells, Fluo-8 calcium fluorescence | Muscarinic acetylcholine receptor M4 (Homo sapiens), P08173 | CHO-hM4 cells, ACh EC80 | inhibition, % at 3 µM | 360,000 tested, 0.73% active;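 active = inhibition above its plate's cutoff, the mean inhibition of sample wells plus 3 SD, cut at about 27% in these data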;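 note: 0% = acetylcholine EC80 with DMSO and 100% = DMSO without agonist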
Target sequence (P08173 whole entry, looked up): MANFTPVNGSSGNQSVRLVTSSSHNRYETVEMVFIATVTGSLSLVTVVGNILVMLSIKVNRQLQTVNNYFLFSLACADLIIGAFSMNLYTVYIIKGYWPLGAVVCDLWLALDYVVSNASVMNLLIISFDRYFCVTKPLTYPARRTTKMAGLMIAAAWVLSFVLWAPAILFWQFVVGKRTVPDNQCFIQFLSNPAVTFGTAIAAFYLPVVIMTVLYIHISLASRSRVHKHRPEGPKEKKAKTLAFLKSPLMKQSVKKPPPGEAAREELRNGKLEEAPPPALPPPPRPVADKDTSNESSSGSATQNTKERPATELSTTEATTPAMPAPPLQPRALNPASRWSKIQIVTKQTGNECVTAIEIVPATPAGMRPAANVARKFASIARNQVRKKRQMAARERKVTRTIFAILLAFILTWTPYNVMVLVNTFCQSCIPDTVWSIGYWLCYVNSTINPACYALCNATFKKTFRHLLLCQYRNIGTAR
M4 ag = human M4 muscarinic receptor agonists, primary screen, CHO-K1 cells, Fluo-8 calcium fluorescence; 360,000 tested, 0.14% active; AID 624127, 2012; CHO-K1 hM4/Gqi5; vehicle 0%, full acetylcholine response 100%; Muscarinic acetylcholine receptor M4 (Homo sapiens), P08173; activation, % at 3 µM;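 active = activation above the run mean over all test wells plus 3 SD, cut at about 32% in these data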;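 note: peak over basal fluorescence ratio per well then scaled between controls; 0% = DMSO wells and 100% = acetylcholine at EC100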
M1 antag = human M1 muscarinic receptor antagonists, primary screen, CHO-K1 cells, Fluo-8 calcium fluorescence, 1536-well; AID 588852, 2011; Muscarinic acetylcholine receptor M1 (Homo sapiens), P11229; inhibition, % at 3 µM; CHO-K1 hM1, ACh EC80 antagonist; 360,000 tested, 1.3% active;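 active = percent inhibition above its own plate's cutoff, namely the mean of that plate's compound wells plus 3 SD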;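 note: peak over basal fluorescence ratio during 140 s after agonist addition; 0% = ACh EC80 plus DMSO and 100% = DMSO alone without agonist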
CHRM5 agonist = human M5 muscarinic receptor agonists, primary screen, CHO-K1 cells, Fluo-8 calcium fluorescence | activation, % at 3 µM | 360,000 tested, 0.19% active | CHO-K1 hM5 cells; 0% DMSO wells, 100% maximal acetylcholine response;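 active = activation above the run's mean over test compounds plus 3 SD, cut at about 23% in these data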;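 note: signal is peak over basal fluorescence ratio across the kinetic read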
CHRM1 PAM = human M1 muscarinic receptor positive allosteric modulators, primary screen, CHO-K1 cells, Fluo-8 calcium fluorescence, 1536-well. CHO-K1 hM1, ACh EC20; 0% = ACh EC20, 100% = maximal ACh. activation, % at 3 µM. 360,000 tested, 0.088% active. AID 588819, 2011; in the data active = activation above about 19%, passing the limit was not always enough
M4 PAM = human M4 muscarinic receptor positive allosteric modulators, primary screen, CHO-K1 cells, Fluo-8 calcium fluorescence; CHO-K1 hM4/Gqi5, ACh EC20; 0% = ACh EC20, 100% = maximal ACh; activation, % at 3 µM; 360,000 tested, 0.4% active; AID 624126, 2012;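 active = activation above its plate's cutoff, the mean activation of sample wells plus 3 SD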; note: some results filed as inactive read as strong as hits
* hit, by the source's call.

Cc1ccc(NC(=O)c2ccco2)c(NC(=O)CN2C(=O)c3ccccc3C2=O)c1 was read as CRFBP-R2 agonist -0.4, M5 PAM 1, M5 antag 0, CHRM4 antagonist 6, M4 ag 0, M1 antag -5, CHRM5 agonist -1, CHRM1 PAM 5 and M4 PAM 3.
`Cc1ccc(Nc2nc(NCCO)c3ccccc3n2)cc1C` gave CRFBP-R2 agonist 0.3, M5 PAM -6, M5 antag 15, CHRM4 antagonist 0, M4 ag 9, M1 antag 7, CHRM5 agonist 8, CHRM1 PAM -4 and M4 PAM -6.
O=C(NCC1OCCCN1S(=O)(=O)c1ccc(F)cc1)C(=O)NC1CCCC1 (centres undefined) was read as CRFBP-R2 agonist 1.1, M5 PAM -2, M5 antag 5, CHRM4 antagonist -2, M4 ag 2, M1 antag -7, CHRM5 agonist -3, CHRM1 PAM 4 and M4 PAM -2.
Screening Nn1c(SCC(=O)Nc2nc3ccccc3s2)nncc1=O returned CRFBP-R2 agonist -1.1, M5 PAM -9, M5 antag 5, CHRM4 antagonist 0, M4 ag 2, M1 antag 7, CHRM5 agonist -1, CHRM1 PAM -2 and M4 PAM 4.
Screening CCn1c(SCC(=O)Nc2ccc(N(C)C)cc2)nnc1-c1cccc(C)c1 returned CRFBP-R2 agonist -1.5, M5 PAM 0, M5 antag 0, CHRM4 antagonist -1, M4 ag 1, M1 antag -22, CHRM5 agonist 0, CHRM1 PAM -4 and M4 PAM -2.
CC(=O)NNc1nc(-c2ccccc2)c2cc(Br)ccc2n1 was read as CRFBP-R2 agonist 15, M5 PAM -1, M5 antag 6, CHRM4 antagonist 9, M4 ag 2, M1 antag -9, CHRM5 agonist 1, CHRM1 PAM 6 and M4 PAM 1.
COC(CNc1ncnc2c1cnn2C)OC was read as CRFBP-R2 agonist 0.8, M5 PAM 7, M5 antag -6, CHRM4 antagonist -6, M4 ag 1, M1 antag 0, CHRM5 agonist 2, CHRM1 PAM 5 and M4 PAM 5.
Screening O=C1Nc2ccccc2C(O)(C(=O)NCc2ccco2)N1c1ccc(Cl)c(Cl)c1 (centres undefined) returned CRFBP-R2 agonist 0.7, M5 PAM 6, M5 antag -13, CHRM4 antagonist -9, M4 ag 2, M1 antag -11, CHRM5 agonist -4, CHRM1 PAM 1 and M4 PAM 1.
For Cc1n[nH]c(C)c1C(=O)CC1(O)C(=O)N(Cc2ccccc2)c2ccc(Br)cc21 (centres undefined) the results were CRFBP-R2 agonist -0.6, M5 PAM -5, M5 antag 10, CHRM4 antagonist 5, M4 ag 3, M1 antag 1, CHRM5 agonist -1, CHRM1 PAM 0 and M4 PAM -5.
Screening CC1(C)Cc2c(cnn2-c2ccccc2)C(NC(=O)CCN2CCCC2=O)C1 (centres undefined) returned CRFBP-R2 agonist -0.7, M5 PAM 2, M5 antag 7, CHRM4 antagonist 10, M4 ag 1, M1 antag -4, CHRM5 agonist -2, CHRM1 PAM 11 and M4 PAM -2.
For Cc1ccc(C=Cc2ccccn2)cc1 the results were CRFBP-R2 agonist -1.5, M5 PAM 0, M5 antag -1, CHRM4 antagonist -4, M4 ag 0, M1 antag -21, CHRM5 agonist -1, CHRM1 PAM 8 and M4 PAM 2.
Cc1ccccc1-n1nc(-c2ccc(N)cc2)cc1N was read as CRFBP-R2 agonist 2.4, M5 PAM 0, M5 antag 8, CHRM4 antagonist 14, M4 ag 0, M1 antag -11, CHRM5 agonist 0, CHRM1 PAM 5 and M4 PAM -3.
`O=C(Nc1cnc2ccccc2c1)c1ccncc1` gave CRFBP-R2 agonist 0.5, M5 PAM 2, M5 antag -2, CHRM4 antagonist -15, M4 ag 2, M1 antag -18, CHRM5 agonist 1, CHRM1 PAM 12 and M4 PAM 12.
CCn1c2ccccc2c2cc(NC(=O)CNC)ccc21 was read as CRFBP-R2 agonist -1.6, M5 PAM 14, M5 antag 6, CHRM4 antagonist 23, M4 ag 2, M1 antag -10, CHRM5 agonist 4, CHRM1 PAM 18 and M4 PAM 9.
`CCC(=O)N1CCCC(C)(C(=O)Nc2ccc(OC)c(F)c2)C1` (centres undefined) gave M5 PAM 0, M5 antag -1, CHRM4 antagonist -10, M4 ag 1, M1 antag -17, CHRM5 agonist 0, CHRM1 PAM 5 and M4 PAM 5.
`O=C(O)CN=C(Nc1cc(Cl)cc(Cl)c1)NC(c1ccccc1)c1ccccc1` gave M5 PAM -8, M5 antag 9, CHRM4 antagonist 7, M4 ag 3, CHRM5 agonist 1 and M4 PAM 0.
CCOc1cc(C(=O)Nc2cc3c(cc2N2CCCC2)n(C)c(=O)n3C)cc(OCC)c1OCC was read as CRFBP-R2 agonist -0.2, M5 PAM 5, M5 antag -8, CHRM4 antagonist 8, M4 ag 0, M1 antag -3, CHRM5 agonist -4, CHRM1 PAM 11 and M4 PAM 5.
For COC(=O)Nc1nc2c(C)cccc2s1 the results were CRFBP-R2 agonist -0.3, M5 PAM -2, M5 antag 0, CHRM4 antagonist -8, M4 ag 1, M1 antag 10, CHRM5 agonist 0, CHRM1 PAM -4 and M4 PAM 5.
`Cc1cc(-c2ccc(S(=O)(=O)N3CCCCC3)s2)on1` gave CRFBP-R2 agonist -1.3, M5 PAM 0, M5 antag 2, CHRM4 antagonist -8, M4 ag 2, M1 antag -3, CHRM5 agonist -5, CHRM1 PAM 2 and M4 PAM 6.
For O=C(NC1CCCCC1)N1CCN(C(c2ccccc2)c2ccccc2)CC1 the results were CRFBP-R2 agonist 1.1, M5 PAM 6, M5 antag -7, CHRM4 antagonist -10, M4 ag -4, M1 antag -16, CHRM5 agonist -5, CHRM1 PAM 5 and M4 PAM 10.
CC(C)(C)c1ccc(C(=O)/C=C2\NC(=O)CS2)cc1 was read as CRFBP-R2 agonist 0.2, M5 PAM 1, M5 antag 2, CHRM4 antagonist -11, M4 ag 3, M1 antag -13, CHRM5 agonist 0, CHRM1 PAM 10 and M4 PAM -6.
`O=C(NC1CCN(Cc2ccccc2)CC1)c1ccccc1OCc1ccccc1Cl` gave CRFBP-R2 agonist 3.0, M5 PAM -9, M5 antag 1, CHRM4 antagonist 1, M4 ag 6, M1 antag 13, CHRM5 agonist -7, CHRM1 PAM -13 and M4 PAM -10.
`Cc1c(O)ccc(/C(Cc2ccc3ccccc3n2)=N\O)c1O` gave CRFBP-R2 agonist -4.5, M5 PAM -10, M5 antag 6, CHRM4 antagonist 10, M4 ag 16, M1 antag 5, CHRM5 agonist 10, CHRM1 PAM 4 and M4 PAM -11.
Cc1ccccc1C(=O)Nc1nc(=S)ss1 was read as CRFBP-R2 agonist -1.5, M5 PAM 2, M5 antag 8, CHRM4 antagonist 0, M4 ag 0, M1 antag -12, CHRM5 agonist 0, CHRM1 PAM 7 and M4 PAM 6.

The final 3 records of the part before lead into the next:
`O=C(NC1CCN(Cc2ccccc2)CC1)c1ccccc1OCc1ccccc1Cl` gave CRFBP-R2 agonist 3.0, M5 PAM -9, M5 antag 1, CHRM4 antagonist 1, M4 ag 6, M1 antag 13, CHRM5 agonist -7, CHRM1 PAM -13 and M4 PAM -10.
`Cc1c(O)ccc(/C(Cc2ccc3ccccc3n2)=N\O)c1O` gave CRFBP-R2 agonist -4.5, M5 PAM -10, M5 antag 6, CHRM4 antagonist 10, M4 ag 16, M1 antag 5, CHRM5 agonist 10, CHRM1 PAM 4 and M4 PAM -11.
Cc1ccccc1C(=O)Nc1nc(=S)ss1 was read as CRFBP-R2 agonist -1.5, M5 PAM 2, M5 antag 8, CHRM4 antagonist 0, M4 ag 0, M1 antag -12, CHRM5 agonist 0, CHRM1 PAM 7 and M4 PAM 6.
For COc1cc(/C=N/n2c(-c3n[nH]c4c3CCC4)n[nH]c2=S)cc(OC)c1O the results were CRFBP-R2 agonist -4.0, M5 PAM -3, M5 antag 6, CHRM4 antagonist 12, M4 ag 0, M1 antag -3, CHRM5 agonist -2, CHRM1 PAM 3 and M4 PAM -2.
COC(=O)Cc1ccc(NC(=S)NCc2ccc(S(N)(=O)=O)cc2)cc1 was read as CRFBP-R2 agonist 1.1, M5 PAM -3, M5 antag 2, CHRM4 antagonist -2, M4 ag 1, M1 antag -7, CHRM5 agonist -2, CHRM1 PAM 5 and M4 PAM -2.
For CCOc1ccc(C(C)(C)C)cc1S(=O)(=O)N1CC(C)OC(C)C1 (centres undefined) the results were CRFBP-R2 agonist 1.4, M5 PAM -1, M5 antag -4, CHRM4 antagonist -11, M4 ag -2, M1 antag -41, CHRM5 agonist -4, CHRM1 PAM 4 and M4 PAM 0.
Screening Nc1nc2cc3ccccc3cc2[nH]c1=O returned CRFBP-R2 agonist -1.8, M5 PAM 3, M5 antag 1, CHRM4 antagonist -12, M4 ag 0, M1 antag -18, CHRM5 agonist -4, CHRM1 PAM 9 and M4 PAM 0.
For O=C(CCn1ccnc1)Nc1nc2ccccc2[nH]1 the results were CRFBP-R2 agonist 0.6, M5 PAM -8, M5 antag 8, CHRM4 antagonist 11, M4 ag 17, M1 antag 13, CHRM5 agonist 3, CHRM1 PAM -4 and M4 PAM -16.
For CC1CCCCC1NC(=O)COC(=O)c1ccc(N(C)C)cc1 (centres undefined) the results were CRFBP-R2 agonist -1.6, M5 PAM -3, M5 antag -2, CHRM4 antagonist -1, M4 ag 1, M1 antag -24, CHRM5 agonist -3, CHRM1 PAM 6 and M4 PAM 5.
Screening O=S(=O)(Nc1cccc(-c2nc3cccnc3s2)c1)c1ccc2c(c1)CCCC2 returned CRFBP-R2 agonist 35, M5 PAM 1, M5 antag -4, CHRM4 antagonist -14, M4 ag 3, M1 antag -6, CHRM5 agonist 2, CHRM1 PAM 4 and M4 PAM 4.
`COc1ccc(N2CCN(c3ncccc3C#N)CC2)cc1` gave CRFBP-R2 agonist -2.6, M5 PAM -1, M5 antag -1, CHRM4 antagonist 1, M4 ag 1, M1 antag 2, CHRM5 agonist 3, CHRM1 PAM -5 and M4 PAM -5.
For O=C(CN1CCN(Cc2ccccc2)CC1)NC(c1ccccc1)c1ccccc1 the results were CRFBP-R2 agonist -4.2, M5 PAM 5, M5 antag -7, CHRM4 antagonist 45*, M4 ag 1, M1 antag 8, CHRM5 agonist -18, CHRM1 PAM -14 and M4 PAM -21.
For CCOc1ccc(N(C)S(=O)(=O)c2ccc(-c3ccc(=O)[nH]n3)s2)cc1 the results were CRFBP-R2 agonist -1.0, M5 PAM 0, M5 antag -4, CHRM4 antagonist 2, M4 ag 4, M1 antag -3, CHRM5 agonist 1, CHRM1 PAM 6 and M4 PAM 1.
Screening N#CCCN(C(=O)COC(=O)C1CCN(S(=O)(=O)c2ccc3c(c2)OCCO3)CC1)c1ccccc1 returned CRFBP-R2 agonist 0.1, M5 PAM -5, M5 antag 8, CHRM4 antagonist 1, M4 ag 3, M1 antag 1, CHRM5 agonist -1, CHRM1 PAM -5 and M4 PAM -6.

High-throughput results deposited in PubChem by several laboratories.
